Screening results: PubChem, National Center for Advancing Translational Sciences (NCATS)
HTT cytoprotect = cytoprotection in Huntington HTT-Q103 PC12 cell model. PC12 HTT-Q103 induced, cytoprotection, ATP luminescence, 40 h. Potency, µM (series often up to 56.4 µM), without a hit: cytoprotection (ATP increase), usual class: activators. 0.14% of 230,000 active;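 also: % of control where 0% means no effect; nearly all actives have a fitted effect of over 45% in size; toxic huntingtin expression switched on by the ecdysone agonist tebufenozide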
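PC12 cells stably carrying ecdysone-inducible Htt exon 1 (Q103)–GFP were induced with 100 nM tebufenozide (final) alongside library compounds in a dose series. Cytoprotection was scored as retained ATP by ATPlite luminescence.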
TRb-SRC2 inh = disrupts binding of human TR beta to SRC2; AID 1469; Potency, µM (highest dose often 106 µM), inactives show at the highest dose activity change, negative = inhibition, usual class: inhibitors; 0.065% of 280,000 active; TRbeta-SRC2 peptide binding, fluorescence polarization; receptor liganded with 1 µM T3;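 also: plate controls were bound peptide for no effect and peptide without receptor for full effect; nearly all actives have a fitted effect of over 50% in size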
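Fluorescence polarization of 20 nM Texas Red SRC2 peptide with 0.6 uM human TRb ligand-binding domain, in Tris buffer with 1uM T3 and 5% DMSO. Incubated 5 hr ambient; normalized to unbound and bound controls.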
Tau FP inhib = tau fibrillization inhibition (FP); 0.39% of 280,000 active; Potency, µM (highest dose often 57.7 µM), without a hit: at the highest dose activity, negative = inhibition, actives largely listed as inhibitors; K18 P301L tau heparin fibrillization, Alexa594 FP, 6 h; P10636; also: % is scaled to controls: 0 for no effect and ±100 for the full control effect; nearly all actives have a fitted effect of over 55% in size
Target sequence (P10636 561-689 P618L limits assumed): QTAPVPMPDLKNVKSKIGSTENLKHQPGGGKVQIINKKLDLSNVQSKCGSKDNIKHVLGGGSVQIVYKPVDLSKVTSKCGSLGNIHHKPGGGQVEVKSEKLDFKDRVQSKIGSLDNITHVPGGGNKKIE
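Steps: dispense K18 P301L tau (15 uM plus 0.24 uM Alexa 594 tracer, final) in pH 7 sodium acetate; add compound; add heparin (20 uM final); incubate 6 hr, 37 C; add ThT (30 uM final); after 1 hr ambient, read FP.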
Tau fibril ThT = inhibitors of human tau fibril formation, thioflavin T binding; recombinant tau K18 P301L, heparin-induced fibrillization, ThT fluorescence; Potency, µM (series often up to 57.4 µM), for inactives: at the highest dose activity, negative = inhibition, actives largely listed as inhibitors; 2.1% of 270,000 active; also: % is scaled to controls: 0 for no effect and ±100 for the full control effect; nearly all actives have a fitted effect of over 55% in size
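Aggregation was driven by heparin (20 uM final) acting on recombinant tau […] bearing P301L in 100 mM sodium acetate pH 7; fibrils were detected with Thioflavin T.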
L3MBTL1 inh = blocks human L3MBTL1. Q9Y468. AlphaScreen L3MBTL1–H3K9me1 peptide binding. Potency, µM (series often up to 57.1 µM), without a hit: at the top dose activity, negative = inhibition, most hits filed as inhibitors. 0.66% of 230,000 active. AID 485360; also: % is scaled to controls: 0 for no effect and ±100 for the full control effect; nearly all actives have a fitted effect of over 60% in size
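Displacement of a biotinylated histone H3(1-15) peptide monomethylated at Lys9 (75 nM) from L3MBTL1 (50 nM) was measured by AlphaScreen after a 30 min room-temperature compound incubation; cefsulodin titration served as intraplate control.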
TR SRC2 fluor cs = counter-screen for TRb-SRC2 inhibitors: fluorescence interference | 0.29% of 280,000 active | AID 1479 | Potency, µM (titrated, usually from 106 µM), without a hit: top-dose fluorescence change, negative = quenching | TRb/SRC2 Texas Red total fluorescence interference; active = well fitted curve in either direction with a large enough effect; inconclusive = small, poorly fitted or top-dose-only effect; also: % is scaled to controls: 0 for no effect and ±100 for the full control effect
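Flags fluorescent or light-absorbing compounds by total fluorescence, S + 2P, at 555 nm excitation and 632 nm emission. Mixture: 20 nM Texas Red SRC2 peptide, 0.6 uM human TRb LBD, 1 uM T3, 5% DMSO; compound exposure 5 h at ambient temperature.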
Tau fluor counter = counter-screen for tau fibril formation inhibitors. Potency, µM (series often up to 57.7 µM), inactives show at the top dose activity change, negative = decrease. tau K18 P301L Alexa594 fluorescence, heparin fibrillization. 0.93% of 280,000 active; also: % is scaled to controls: 0 for no effect and ±100 for the full control effect; nearly all actives have a fitted effect of over 55% in size
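Human tau K18 P301L (15 uM unlabeled, 0.24 uM Alexa 594-labeled) in 100 mM sodium acetate pH 7 with 20 uM heparin, 6 hr at 37 C. ThT 30 uM added, 1 hr ambient; Alexa 594 FP and total fluorescence read at 555/632 nm.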
RECQ1 inh = blocks DNA unwinding by human RECQ1; RECQ1 DNA unwinding, red fluorescence kinetic read; AID 2549; Potency, µM (titrated, usually from 57.3 µM), inactives show at the highest dose activity, negative = inhibition, actives largely listed as inhibitors; 0.54% of 240,000 active; P46063;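 also: plate controls were vehicle for no effect and no enzyme for full effect; nearly all actives have a fitted effect of over 30% in size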
Target sequence (P46063 whole entry, looked up): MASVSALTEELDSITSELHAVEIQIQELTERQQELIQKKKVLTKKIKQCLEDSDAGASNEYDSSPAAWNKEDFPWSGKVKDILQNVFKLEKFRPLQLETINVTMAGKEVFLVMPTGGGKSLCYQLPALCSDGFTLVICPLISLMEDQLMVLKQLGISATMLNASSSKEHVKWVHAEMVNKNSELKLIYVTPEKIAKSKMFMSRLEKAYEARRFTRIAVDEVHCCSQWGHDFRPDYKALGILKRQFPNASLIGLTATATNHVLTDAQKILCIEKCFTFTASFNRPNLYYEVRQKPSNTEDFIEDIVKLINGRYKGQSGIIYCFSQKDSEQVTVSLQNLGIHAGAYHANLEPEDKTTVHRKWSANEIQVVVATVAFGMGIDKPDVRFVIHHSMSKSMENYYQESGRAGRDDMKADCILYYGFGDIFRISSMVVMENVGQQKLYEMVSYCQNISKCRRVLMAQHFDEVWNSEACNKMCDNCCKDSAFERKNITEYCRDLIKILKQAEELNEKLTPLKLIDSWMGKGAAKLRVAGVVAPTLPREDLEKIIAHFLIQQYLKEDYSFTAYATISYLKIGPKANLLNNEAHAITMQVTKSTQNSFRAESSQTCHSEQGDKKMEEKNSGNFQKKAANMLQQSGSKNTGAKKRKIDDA
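50 nM RECQ1T1 preincubated 15 min with compound in Tris pH 8.0 buffer with MgCl2, DTT, Tween-20 and 2.5 ug/ml poly(dI-dC); started with 200 nM TAMRA/BHQ-2 forked duplex and 2 mM ATP. Unwinding read as fluorescence (525/598 nm), two reads 2 h apart.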
* = called active by the depositor; i = inactive; ? = inconclusive; · = not tested or not shown; [ ] = remark or other dose. Unless noted, calls follow the shape of the dose curve; as a rule, active = well fitted curve in the direction sought with a large enough effect; inconclusive = small, poorly fitted or top-dose-only effect, or another doubt; inactive = no such curve, though single readings can be large; an effect the other way counts as inactive or inconclusive. Potency is read from the fitted curve at half-maximal effect. An excerpt; rates above refer to the full screens.

Start of the data: the first 2 entries as a preview:
1	O=S(=O)(Nc1ccc(Br)cn1)c1cccs1
2	O=C(Cn1c(C(=O)NCc2ccco2)cc2sccc21)c1ccccc1

entry no.	1	2
HTT cytoprotect	-24%	-12%[10 µM]
TRb-SRC2 inh	-7%	-9%
Tau FP inhib	3%	5%
Tau fibril ThT	6%	-16%
L3MBTL1 inh	10%	·
TR SRC2 fluor cs	3%	4%
Tau fluor counter	11%	-16%
RECQ1 inh	i	-6%

The listing, previewed entries included:
1	O=S(=O)(Nc1ccc(Br)cn1)c1cccs1
2	O=C(Cn1c(C(=O)NCc2ccco2)cc2sccc21)c1ccccc1
3	CCO[C@H]1OC(C(=O)N2CCN(C)CC2)=C[C@@H](C2CC2)[C@@H]1CCCO
4	CCCCOC(=O)CSc1nnc(-c2cc(OC)c(OC)c(OC)c2)o1
5	CCCNC(=O)Cc1ccsc1
6	Cc1nc(N)c(C#N)c(-c2cccnc2)c1C

entry no.	1	2	3	4	5	6
HTT cytoprotect	-24%	-12%[10 µM]	14%[10 µM]	6%[10 µM]	-13%[10 µM]	1%[10 µM]
TRb-SRC2 inh	-7%	-9%	-6%	0%	-14%	1%
Tau FP inhib	3%	5%	0%	-7%	11%	-1%
Tau fibril ThT	6%	-16%	1%	-24%	-2%	1%
L3MBTL1 inh	10%	·	1%	5%	1%	6%
TR SRC2 fluor cs	3%	4%	0%	-2%	-3%	3%
Tau fluor counter	11%	-16%	6%	-15%	8%	1%
RECQ1 inh	i	-6%	i	-13%	-4%	-27%

7	CCOc1ccc2[nH]c(=O)c(CN(CC3COCCO3)C(=O)c3ccc(C)cc3)cc2c1 (configuration not stated)
8	COc1ccccc1NC(=O)N1CCN(c2ccc(F)cc2)CC1
9	CCN(CC)C(=O)C1CCN(c2cc(C)nc3c(-c4ccc(OC)c(OC)c4)c(C)nn23)CC1
10	CCOC(=O)c1ccc(NC(=O)Cn2cc(C(=O)C3CC3)c3ccccc32)cc1
11	O=C(Cn1c(=O)n(Cc2ccc(F)cc2)c(=O)c2sc3ccccc3c21)NCc1ccccc1
12	CC(=O)NS(=O)(=O)c1ccc(NC(=O)c2ccccn2)cc1

entry no.	7	8	9	10	11	12
HTT cytoprotect	7%[10 µM]	4%[10 µM]	·	·	·	·
TRb-SRC2 inh	-7%	5%	0%	-3%	1%	4%
Tau FP inhib	6%	-2%	8%	?	?	2%
Tau fibril ThT	-5%	-12%	-12%	-1%	3%	0%
L3MBTL1 inh	6%	-2%	·	·	·	-8%
TR SRC2 fluor cs	1%	-3%	1%	2%	-2%	0%
Tau fluor counter	-7%	-7%	-12%	-27%	0%	0%
RECQ1 inh	i	3%	·	·	·	i

An excerpt from above in order of formula weight, largest number first:
9	CCN(CC)C(=O)C1CCN(c2cc(C)nc3c(-c4ccc(OC)c(OC)c4)c(C)nn23)CC1
10	CCOC(=O)c1ccc(NC(=O)Cn2cc(C(=O)C3CC3)c3ccccc32)cc1
12	CC(=O)NS(=O)(=O)c1ccc(NC(=O)c2ccccn2)cc1
6	Cc1nc(N)c(C#N)c(-c2cccnc2)c1C
5	CCCNC(=O)Cc1ccsc1

entry no.	9	10	12	6	5
HTT cytoprotect	·	·	·	1%[10 µM]	-13%[10 µM]
TRb-SRC2 inh	0%	-3%	4%	1%	-14%
Tau FP inhib	8%	?	2%	-1%	11%
Tau fibril ThT	-12%	-1%	0%	1%	-2%
L3MBTL1 inh	·	·	-8%	6%	1%
TR SRC2 fluor cs	1%	2%	0%	3%	-3%
Tau fluor counter	-12%	-27%	0%	1%	8%
RECQ1 inh	·	·	i	-27%	-4%

The results go on:
13	O=C(Nc1c(C(=O)c2ccccc2)oc2ccccc12)c1ccc(F)cc1
14	CNc1ccccc(C(=O)/C=C/c2ccccc2OC)c1=O
15	COc1cc(/C=C\C(=O)NCc2ccc3[nH]c(C)cc3c2)cc(OC)c1OC
16	Cc1cc(Oc2ccccc2F)nc(NCc2ccccc2)n1
17	Cc1cccc(-c2nc3ccccc3n3c(-c4ccccc4)c4c(=O)n(C)c(=O)n(C)c4c23)c1
18	COc1cc(C)nc(N2CCCC(C(=O)Nc3ccccc3Br)C2)n1 (configuration not stated)

entry no.	13	14	15	16	17	18
HTT cytoprotect	·	·	·	13%	·	-6%[10 µM]
TRb-SRC2 inh	3%	-2%	-1%	-14%	-29%[1.83 µM]	-6%
Tau FP inhib	?	?	14%	5%	1%	-3%
Tau fibril ThT	3%	16µM*	-20%	-15%	-17%	-4%
L3MBTL1 inh	·	-5%	-9%	8%	·	7%
TR SRC2 fluor cs	-13%	-1%	-7%	0%	-74%[1.83 µM]	0%
Tau fluor counter	-22%	?	?	-21%	-16%	-3%
RECQ1 inh	·	25µM*	-1%	-16%	·	-3%

19	CCN(CC)CCSc1c(C(C)C)cnc2c1c(=O)n(C)c(=O)n2C
20	CCC(CC)c1nnc(NC(=O)CN2C(=O)c3ccccc3C2=O)s1
21	CCCn1c(CN2CCCCC2CC)nc2c1c(=O)n(C)c(=O)n2C (configuration not stated)
22	Cn1nnnc1NCc1cccc(Cl)c1
23	COC1(OC)C(/C=C/c2ccc(Cl)cc2)C(C#N)(C#N)C1(OC)OC (configuration not stated)
24	CSc1sc(C)cc1C=O

entry no.	19	20	21	22	23	24
HTT cytoprotect	·	-27%	-20%	-37%[inhibitor]	1%[10 µM]	5%[10 µM]
TRb-SRC2 inh	1%	-9%	-4%	-3%	-3%	-7%
Tau FP inhib	2%	4%	-7%	-5%	?	5%
Tau fibril ThT	8%	6%	4%	-7%	?	1%
L3MBTL1 inh	·	6%	3%	0%	0%	-2%
TR SRC2 fluor cs	0%	1%	1%	0%	-4%	4%
Tau fluor counter	9%	6%	3%	-5%	-15%	2%
RECQ1 inh	·	-3%	-15%	i	i	-14%

25	COc1ccc(N2CC(O)=C(c3nc(-c4ccccc4)cs3)C2=N)cc1
26	CCCn1ccc2c(OCC(=O)NCc3ccccc3Cl)cccc2c1=O
27	CC(c1ccccc1)N1CC(C(=O)O)CC1=O (configuration not stated)
28	O=C(Oc1ccccc1N1C(=O)C2CCCCC2C1=O)c1ccc(Cl)cc1 (configuration not stated)
29	Cn1ncc(Cl)c1C(=O)Nc1nc2ccc(Cl)cc2s1
30	O=C(c1ccccc1F)N1CCN(CC2CC3C=CC2C3)CC1 (configuration not stated)

entry no.	25	26	27	28	29	30
HTT cytoprotect	7%[10 µM]	·	·	2%	-1%[10 µM]	11%
TRb-SRC2 inh	3%	3%	-4%	-3%	0%	-1%
Tau FP inhib	13%	5%	3%	0%	-4%	-4%
Tau fibril ThT	-7%	?	-2%	-3%	?	-10%
L3MBTL1 inh	·	·	1%	-2%	9%	1%
TR SRC2 fluor cs	-1%	2%	0%	-5%	1%	3%
Tau fluor counter	-10%	-14%	-5%	-2%	-18%	0%
RECQ1 inh	1%	·	-11%	i	-9%	i

31	COc1cccc(N2C(=O)N(c3ccccc3Cl)C3CS(=O)(=O)CC32)c1 (configuration not stated)
32	O=C(NCCc1ccccc1)c1cc(S(=O)(=O)N2CCCCC2)c[nH]1
33	S=C(N/N=C/c1cccs1)NC1CC2CCC1C2 (configuration not stated)
34	O=C(NC1(C(F)(F)F)C(=O)Nc2c1c(=O)[nH]c(=O)n2Cc1ccccc1)c1ccco1 (configuration not stated)
35	CCN(CC)CCn1c(=O)n(-c2ccc(Cl)cc2)c(=O)c2c3c(sc21)CN(C)CC3
36	O=C(CCC(=O)c1ccc(Br)cc1)Nc1cccc(C(F)(F)F)c1

entry no.	31	32	33	34	35	36
HTT cytoprotect	12%[10 µM]	·	13%[10 µM]	-15%	-21%[10 µM]	-12%
TRb-SRC2 inh	3%	2%	-11%	-6%	5%	-4%
Tau FP inhib	4%	-8%	12%	3%	?	?
Tau fibril ThT	8%	6%	-16%	-12%	?	-12%
L3MBTL1 inh	3%	·	-7%	-2%	-19%	6%
TR SRC2 fluor cs	1%	-3%	-2%	-1%	-2%	0%
Tau fluor counter	4%	-6%	?	-4%	-24%	?
RECQ1 inh	-1%	·	-14%	i	-3%	?

37	Nc1c(S(=O)(=O)c2ccccc2)c2nc3ccccc3nc2n1/N=C/c1cccc(O)c1
38	O=C(O)CCCN=CC1=C(O)CNC1=O
39	O=C(C1CCCCC1)N(CCN1CCCC1)c1nc2ccccc2s1
40	N/C(=N\O)c1cccc(CS(=O)(=O)c2ccccn2)c1
41	CCOc1cc(C(=S)N2CCOCC2)ccc1O
42	COc1ccc(N2CCN(c3nc(-c4ccccc4F)nc4ccccc34)CC2)cc1

entry no.	37	38	39	40	41	42
HTT cytoprotect	-5%[0.074 µM]	·	1%[10 µM]	17%[10 µM]	1%	·
TRb-SRC2 inh	4%	4%	-3%	7%	4%	-5%
Tau FP inhib	?	-3%	-6%	-4%	-7%	8%
Tau fibril ThT	5%	3%	-8%	-6%	-6%	?
L3MBTL1 inh	8%	-1%	1%	-9%	-2%	·
TR SRC2 fluor cs	2%	-2%	-4%	-2%	2%	0%
Tau fluor counter	?	3%	-8%	-9%	-2%	?
RECQ1 inh	i	i	-11%	0%	-13%	·

43	Cc1ccc(CSc2nnc(-c3ccncc3)n2N)cc1
44	Cn1nc(/C=C/c2ccccc2)ccc1=O
45	Cc1c(C(=O)O)oc2ccc(S(=O)(=O)NCCC3=CCCCC3)cc12
46	Cc1sc(NC(=O)CCCC(=O)O)c(C(N)=O)c1-c1ccccc1

entry no.	43	44	45	46
HTT cytoprotect	12%[10 µM]	-52%[inhibitor]	-4%[0.074 µM]	-52%[inhibitor]
TRb-SRC2 inh	6%	7%	-21%	1%
Tau FP inhib	6%	-1%	11%	-1%
Tau fibril ThT	?	-9%	-4%	-8%
L3MBTL1 inh	44%[activator]	-1%	-15%	·
TR SRC2 fluor cs	-2%	-2%	1%	0%
Tau fluor counter	-10%	-6%	-2%	-6%
RECQ1 inh	-13%	i	i	-3%
